Compound activity from PubChem BioAssay.
FBW7 activator: human FBW7 E3 ligase activation, primary screen; hit rate 0.13% among 650,000; Q969H0; AID 1259310; normalized activity (activation), % at 26.1 µM; AlphaScreen FBW7–phospho-cyclin E peptide binding, activator screen; in the data active = normalized activity above about 1.9%;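 note: purified mutant Fbw7 with reduced substrate affinity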
TEAD-YAP block: TEAD-YAP interaction inhibition; HEK-TIYL cells, TEAD-Gal4/YAP UAS-luciferase luminescence; AID 1259422; hit rate 1.4% among 640,000; inhibition, % at 9.12 µM; in the data active = inhibition above about 32%;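 note: 0% = median of test compound wells and 100% = reference inhibitor wells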
MITF primary: blocks human microphthalmia-associated transcription factor; O75030; AlphaScreen MITF homodimerization, bead proximity signal; inhibition, % at 2.6 µM; hit rate 0.91% among 650,000; AID 1259374; in the data active = inhibition above about 50%;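 note: 0% = vehicle wells with protein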
Target sequence (O75030 whole entry, looked up): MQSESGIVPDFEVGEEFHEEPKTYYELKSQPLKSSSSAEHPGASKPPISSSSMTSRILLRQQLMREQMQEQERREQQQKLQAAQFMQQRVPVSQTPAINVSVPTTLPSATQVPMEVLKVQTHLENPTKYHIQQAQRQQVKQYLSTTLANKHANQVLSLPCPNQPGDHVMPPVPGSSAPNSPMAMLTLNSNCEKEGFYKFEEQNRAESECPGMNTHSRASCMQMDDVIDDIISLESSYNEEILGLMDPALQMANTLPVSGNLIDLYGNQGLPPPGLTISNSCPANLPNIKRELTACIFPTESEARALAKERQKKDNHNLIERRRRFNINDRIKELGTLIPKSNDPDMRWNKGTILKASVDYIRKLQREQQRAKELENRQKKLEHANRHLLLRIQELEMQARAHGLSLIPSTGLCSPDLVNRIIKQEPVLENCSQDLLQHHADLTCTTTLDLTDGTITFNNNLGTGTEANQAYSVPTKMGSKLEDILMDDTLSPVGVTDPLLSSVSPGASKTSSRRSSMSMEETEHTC
GPR151 activ: activates the human receptor GPR151; Q8TDV0; PathHunter beta-arrestin GPR151 cells, luminescence; activation, % at 11.2 µM; hit rate 1% among 650,000; AID 1508602; in the data active = activation above about 4.9%;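 note: 0% = median of compound wells and 100% = cells with positive control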
Target sequence (Q8TDV0 whole entry, looked up): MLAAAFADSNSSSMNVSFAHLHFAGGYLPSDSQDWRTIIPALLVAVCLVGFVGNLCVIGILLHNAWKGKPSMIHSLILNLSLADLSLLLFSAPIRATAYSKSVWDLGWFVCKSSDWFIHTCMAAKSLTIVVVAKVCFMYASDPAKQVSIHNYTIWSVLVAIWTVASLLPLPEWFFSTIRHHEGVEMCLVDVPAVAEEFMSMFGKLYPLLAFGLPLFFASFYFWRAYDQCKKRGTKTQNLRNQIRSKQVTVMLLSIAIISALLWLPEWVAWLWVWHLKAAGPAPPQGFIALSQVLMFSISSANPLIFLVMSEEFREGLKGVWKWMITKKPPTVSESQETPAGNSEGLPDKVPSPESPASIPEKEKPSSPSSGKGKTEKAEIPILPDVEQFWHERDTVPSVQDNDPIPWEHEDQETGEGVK
Numbers without * were called inactive.

What do the screens show for `CCc1cccc(NS(=O)(=O)c2cc3[nH]c(=O)c(=O)[nH]c3cc2C)c1`?
FBW7 activator: 0.0; TEAD-YAP block: 7; MITF primary: 6; GPR151 activ: 0.9

Results for COc1ccc(/C=N/NC(=O)c2ccc(CO)nc2)cc1 ?
FBW7 activator: 0.3; TEAD-YAP block: -6; MITF primary: 13; GPR151 activ: -1.2

How did CCN1c2ncccc2C(=O)NC12CCN(C(=O)CC1NC(=O)c3ccccc31)CC2 (stereo not given) do in these assays?
FBW7 activator: 1.2; TEAD-YAP block: -2; MITF primary: 20; GPR151 activ: -1.6

How did O=C(Nc1ccccc1Br)c1cc(S(=O)(=O)N2CCN(c3cccc(Cl)c3)CC2)ccc1F do in these assays?
FBW7 activator: 0.1; TEAD-YAP block: 3; MITF primary: 0; GPR151 activ: 0.5

How did O=C(OC1CCCCC1=O)C1CCN(S(=O)(=O)c2cccs2)CC1 (stereo not given) do in these assays?
FBW7 activator: -0.2; TEAD-YAP block: -4; MITF primary: -9; GPR151 activ: -0.2

Results for CCNc1nc(Nc2ccc3c(c2)OCO3)c2cc(OC)c(OC)cc2n1 ?
FBW7 activator: -0.2; TEAD-YAP block: -37; MITF primary: 11; GPR151 activ: 0.5

How did COC(=O)C1=C(C)Nc2nnnn2C1c1cc(Br)ccc1OC (stereo not given) do in these assays?
FBW7 activator: -0.1; TEAD-YAP block: 1; MITF primary: 2; GPR151 activ: 0.9

Results for COc1cccc(C(=O)CN2CCN(S(=O)(=O)c3ccc(F)cc3)CC2)c1 ?
FBW7 activator: 0.0; TEAD-YAP block: 5; MITF primary: 11; GPR151 activ: 1.0

How did CN1CCN(c2ccc(-c3ccc4c(-c5cccc(O)c5)[nH]nc4n3)cn2)CC1 do in these assays?
FBW7 activator: 0.1; TEAD-YAP block: 96*; MITF primary: -5; GPR151 activ: -0.2

Results for O=C(Cc1ccc(Cl)cc1)Nc1ccccn1 ?
FBW7 activator: 0.0; TEAD-YAP block: -12; MITF primary: 4; GPR151 activ: 1.0

How did CCN(Cc1ccccc1)c1ncnc2sc(C)cc12 do in these assays?
FBW7 activator: 0.0; TEAD-YAP block: -4; MITF primary: -8; GPR151 activ: 0.1

How did COCCN(C(=O)Cc1ccc(F)cc1)C1CCN(CCc2ccc(OC)cc2)CC1 do in these assays?
FBW7 activator: -0.1; TEAD-YAP block: -5; MITF primary: -4; GPR151 activ: 0.4

Some of these compounds in order of count of non-hydrogen atoms, smallest number first:
Results for O=C(Cc1ccc(Cl)cc1)Nc1ccccn1 ?
FBW7 activator: 0.0; TEAD-YAP block: -12; MITF primary: 4; GPR151 activ: 1.0

Results for COc1ccc(/C=N/NC(=O)c2ccc(CO)nc2)cc1 ?
FBW7 activator: 0.3; TEAD-YAP block: -6; MITF primary: 13; GPR151 activ: -1.2

How did O=C(OC1CCCCC1=O)C1CCN(S(=O)(=O)c2cccs2)CC1 (stereo not given) do in these assays?
FBW7 activator: -0.2; TEAD-YAP block: -4; MITF primary: -9; GPR151 activ: -0.2

How did CCN1c2ncccc2C(=O)NC12CCN(C(=O)CC1NC(=O)c3ccccc31)CC2 (stereo not given) do in these assays?
FBW7 activator: 1.2; TEAD-YAP block: -2; MITF primary: 20; GPR151 activ: -1.6

More entries:
Results for O=C(CCCc1ccccc1)c1ccc2c(c1)OCCO2 ?
FBW7 activator: 0.1; TEAD-YAP block: 91*; MITF primary: 7; GPR151 activ: -3.8

How did CCOc1ccc(NC(=O)CC2C(=O)N(c3ccccc3)C(=O)N2CCC(C)C)cc1 (stereo not given) do in these assays?
FBW7 activator: 0.1; TEAD-YAP block: -4; MITF primary: 18; GPR151 activ: -0.5

How did O=C1C(=O)N(CCO)C(c2ccc([N+](=O)[O-])cc2)/C1=C(/O)c1ccc(Cl)cc1 (stereo not given) do in these assays?
FBW7 activator: 0.3; TEAD-YAP block: -13; MITF primary: 2; GPR151 activ: 0.5

What do the screens show for `COc1ccc(-c2c(C)c3ccc(OC(=O)N4CCOCC4)cc3oc2=O)cc1OC`?
FBW7 activator: -0.2; TEAD-YAP block: 2; MITF primary: 4; GPR151 activ: 0.6

How did CCc1ccc(CNC(=O)CN2N=C(c3ccc(Cl)cc3)CCC2=O)cc1 do in these assays?
FBW7 activator: 0.1; TEAD-YAP block: -2; MITF primary: -3; GPR151 activ: -0.9

How did Cc1nc(NC(=S)NC(=O)c2ccccc2)sc1C(C)(C)C do in these assays?
FBW7 activator: -0.2; TEAD-YAP block: 37*; MITF primary: -3; GPR151 activ: -0.2

Results for Cc1ccnc(NC(=O)CCS(=O)(=O)c2ccc3c(c2)SCC(=O)N3)c1 ?
FBW7 activator: -0.1; TEAD-YAP block: 0; MITF primary: 7; GPR151 activ: 0.1

How did O=C(CSCc1ccccc1F)N1CCc2ccccc21 do in these assays?
FBW7 activator: 0.1; TEAD-YAP block: -45; MITF primary: 5; GPR151 activ: -1.9

What do the screens show for `COc1cccc(NCCC(=O)c2ccccc2)c1`?
FBW7 activator: -0.2; TEAD-YAP block: 2; MITF primary: -6; GPR151 activ: 0.4

How did CCCN(C(=O)c1ccccc1N)c1c(C)n(C)n(-c2ccccc2)c1=O do in these assays?
FBW7 activator: 0.0; TEAD-YAP block: 0; MITF primary: 3; GPR151 activ: 1.5

How did CCOC(=O)/C(N=Nc1ccccc1OC)=C(\C)O do in these assays?
FBW7 activator: -0.2; TEAD-YAP block: -10; MITF primary: 14; GPR151 activ: 0.5

What do the screens show for `Cc1cc(C)c(NS(=O)(=O)c2cccc(C(=O)Nc3ccccc3[N+](=O)[O-])c2)c(C)c1`?
FBW7 activator: -0.2; TEAD-YAP block: -12; MITF primary: 0; GPR151 activ: 2.4

What do the screens show for `Cc1ccc(-n2c(N)c(C(N)=O)sc2=S)cc1C`?
FBW7 activator: 0.1; TEAD-YAP block: -8; MITF primary: 21; GPR151 activ: -0.7

What do the screens show for `CC(C)Oc1ccc(CN2CCC3(CC2)CC3C(=O)N(C)Cc2cscn2)cc1` (stereo not given)?
FBW7 activator: 0.1; TEAD-YAP block: 3; MITF primary: 6; GPR151 activ: -0.3

How did CC(Oc1ccc2c(c1)CCC2)C(=O)NNC(=S)Nc1ccc(S(N)(=O)=O)cc1 (stereo not given) do in these assays?
FBW7 activator: 0.6; TEAD-YAP block: 3; MITF primary: 23; GPR151 activ: 0.2

What do the screens show for `CC(=O)Nc1c(O)nc(SCc2ccc(Cl)cc2)[nH]c1=O`?
FBW7 activator: 0.0; TEAD-YAP block: -4; MITF primary: 9; GPR151 activ: 2.9

Results for O=C(O)c1ccc(N2C(=O)c3cccc([N+](=O)[O-])c3C2=O)cc1 ?
FBW7 activator: 0.1; TEAD-YAP block: 1; MITF primary: 1; GPR151 activ: -0.9

How did CCCCCCCCCCCCCCCCCCCCCC(=O)NCCO do in these assays?
MITF primary: 1; GPR151 activ: 2.9

Results for CCOC(=O)C1(C)C=C(Nc2ccccc2[N+](=O)[O-])C(=O)N1c1ccccc1 (stereo not given) ?
FBW7 activator: -0.2; TEAD-YAP block: 4; MITF primary: 6; GPR151 activ: -0.1

Results for CC(C)C(=O)N1CCN(c2ccc(NC(=O)c3cccnc3)cc2)CC1 ?
FBW7 activator: -0.2; TEAD-YAP block: 9; MITF primary: 2; GPR151 activ: -1.0

What do the screens show for `Nc1nc(CN2c3cccc4cccc(c34)S2(=O)=O)nc(N2CCCCC2)n1`?
FBW7 activator: 0.4; TEAD-YAP block: -2; MITF primary: 16; GPR151 activ: 0.1

What do the screens show for `N#C/C(=C/Nc1ccc(F)cc1F)c1nc(-c2ccc3c(c2)OCO3)cs1`?
FBW7 activator: -0.1; TEAD-YAP block: 0; MITF primary: 10; GPR151 activ: -0.6

How did Cc1cccn2c(=O)c3cc(C(=O)N4CC(C)OC(C)C4)sc3nc12 (stereo not given) do in these assays?
FBW7 activator: 0.1; TEAD-YAP block: -2; MITF primary: -1; GPR151 activ: -1.4

Results for C=CCOc1ccc(/C=C2/SC(=Nc3ccccc3Cl)NC2=O)cc1OCC ?
FBW7 activator: 0.5; TEAD-YAP block: 20; MITF primary: 18; GPR151 activ: 0.1

What do the screens show for `C=CCNC(=O)CN1C(=O)C(CC)Oc2ccccc21` (stereo not given)?
FBW7 activator: 0.2; TEAD-YAP block: 3; MITF primary: 4; GPR151 activ: 0.2

What do the screens show for `CSc1ccc(/C=N/NC(=O)CCC2C(=O)NN=C2C)cc1` (stereo not given)?
FBW7 activator: 0.0; TEAD-YAP block: 4; MITF primary: 4; GPR151 activ: 0.8

What do the screens show for `CCOc1ccc(CNCc2ccccc2)cc1`?
FBW7 activator: 0.1; TEAD-YAP block: 0; MITF primary: -1; GPR151 activ: -0.6

How did CC1=CC2(CCC(C)CC2C(=O)NCc2ccc(Cl)cc2)OC1=O (stereo not given) do in these assays?
FBW7 activator: -0.3; TEAD-YAP block: 2; MITF primary: -1; GPR151 activ: 0.3

What do the screens show for `c1cnn(Cc2ccc(Nc3nccc(-c4cncc(N5CCOCC5)c4)n3)cc2)c1`?
FBW7 activator: -0.2; TEAD-YAP block: 65*; MITF primary: 7; GPR151 activ: 1.4

How did CC12c3ccccc3C(c3ccccc31)C1C(=O)N(c3ccc([N+](=O)[O-])cc3)C(=O)C12 (stereo not given) do in these assays?
FBW7 activator: -0.5; TEAD-YAP block: 0; MITF primary: -5; GPR151 activ: 0.6

Results for COc1ccc(-c2nc3ccccc3c(C(=O)Nc3ccc(F)c(Cl)c3)c2C)cc1 ?
FBW7 activator: 0.1; TEAD-YAP block: -2; MITF primary: -7; GPR151 activ: 0.6

Results for CCCC(Nc1ccccn1)n1cncn1 (stereo not given) ?
FBW7 activator: -0.1; TEAD-YAP block: 7; MITF primary: 6; GPR151 activ: -0.7

How did O=C1CCC([N+](=O)[O-])C(c2cc3c(cc2Br)OCO3)N1 (stereo not given) do in these assays?
FBW7 activator: -0.1; TEAD-YAP block: -2; MITF primary: 8; GPR151 activ: -0.2

What do the screens show for `Cc1occc1C(=O)NCC1Cc2cc(F)cc(-c3ccccn3)c2O1` (stereo not given)?
FBW7 activator: -0.5; TEAD-YAP block: 10; MITF primary: 13; GPR151 activ: 0.0

What do the screens show for `CSc1ccc(/C=N/NC(=O)c2nnn(-c3nonc3N)c2C)cc1`?
FBW7 activator: 0.2; TEAD-YAP block: 0; MITF primary: 9; GPR151 activ: -0.1

What do the screens show for `CCCN1CCN(c2c(Cl)cccc2NC(=O)Nc2ccccc2)CC1`?
FBW7 activator: 0.3; TEAD-YAP block: -4; MITF primary: -5; GPR151 activ: 2.6

Structures above that contain a thiophene ring, fused or not (3):
How did O=C(OC1CCCCC1=O)C1CCN(S(=O)(=O)c2cccs2)CC1 (stereo not given) do in these assays?
FBW7 activator: -0.2; TEAD-YAP block: -4; MITF primary: -9; GPR151 activ: -0.2

How did CCN(Cc1ccccc1)c1ncnc2sc(C)cc12 do in these assays?
FBW7 activator: 0.0; TEAD-YAP block: -4; MITF primary: -8; GPR151 activ: 0.1

How did Cc1cccn2c(=O)c3cc(C(=O)N4CC(C)OC(C)C4)sc3nc12 (stereo not given) do in these assays?
FBW7 activator: 0.1; TEAD-YAP block: -2; MITF primary: -1; GPR151 activ: -1.4

Next section:
What do the screens show for `CCOC(=O)c1c(C2COc3ccccc3O2)csc1NC(=O)c1ccc(OCC(C)C)cc1` (stereo not given)?
FBW7 activator: 0.1; TEAD-YAP block: -2; MITF primary: 8; GPR151 activ: -0.7

Results for Cc1ccc(/C=N/N=C2/NC(=O)CS2)o1 ?
FBW7 activator: -0.1; TEAD-YAP block: 2; MITF primary: -6; GPR151 activ: -1.0

Results for NC(=O)C1(c2ccccc2)CCCN1C(=O)c1ccco1 (stereo not given) ?
FBW7 activator: 0.0; TEAD-YAP block: -1; MITF primary: 4; GPR151 activ: -1.6

How did CC1=NN(C(=O)c2ccccc2)C(O)(c2ccc([N+](=O)[O-])cc2)C1 (stereo not given) do in these assays?
FBW7 activator: -0.3; TEAD-YAP block: 4; MITF primary: 7; GPR151 activ: 0.0

What do the screens show for `CCOC(=O)C1=C(C)N=c2s/c(=C\c3ccc(-c4cc([N+](=O)[O-])ccc4Cl)o3)c(=O)n2C1c1ccc(Cl)cc1` (stereo not given)?
FBW7 activator: 0.1; TEAD-YAP block: -8; MITF primary: 4; GPR151 activ: -0.8

What do the screens show for `Cc1ccc(C(=O)OCCN2C(=O)c3cccc4c(N5CCCCC5)ccc(c34)C2=O)cc1`?
FBW7 activator: 0.3; TEAD-YAP block: 1; MITF primary: -6; GPR151 activ: 0.9

Results for Cc1nc2cc(-c3ccc(Cl)cc3)nn2c(C)c1CCC(=O)NO ?
FBW7 activator: -0.5; TEAD-YAP block: 16; MITF primary: -9; GPR151 activ: -0.3

What do the screens show for `Cc1ccc(-c2nnc(Nc3ccccc3)c3ccccc23)cc1S(=O)(=O)N1CCCCC1`?
FBW7 activator: 0.0; TEAD-YAP block: 3; MITF primary: 11; GPR151 activ: -0.1

Results for CC1CC(C)CN(S(=O)(=O)c2ccc(C(=O)Nc3ccc(Br)cc3)cc2)C1 (stereo not given) ?
FBW7 activator: 0.0; TEAD-YAP block: -6; MITF primary: 10; GPR151 activ: 0.9

How did CCCCn1c(SCC(=O)c2ccccc2)nc2c(sc(=S)n2CCc2ccccc2)c1=O do in these assays?
FBW7 activator: 0.0; TEAD-YAP block: -13; MITF primary: -2; GPR151 activ: -1.7
